# PTHR1 ag: activates the human parathyroid hormone receptor PTHR1; HEK293 GP2 PTHR1 cells, GloSensor cAMP luminescence, 1 h; Potency, µM (top dose mostly 115 µM), inactives show at the top dose activation, usual class: activators; 0.075% of 410,000 active; AID 743266; further: potency means the concentration at half of the fitted maximal effect; nearly all actives have a fitted effect of over 55% in size; some results filed as inactive show a strong effect at the top dose; inactives centre near -15; many of its hits are not listed in these tables
#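 HEK-293-derived GP2 cells expressing PTHR1 and a GloSensor cAMP reporter, 3,000/well, plated overnight, given luciferin plus IBMX (each 0.5 mM as added) for 1 h at 37 °C, then compound for 1 h at 37 °C. Luminescence was read after 15 min at room temperature.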
# Akt phos inh: Akt phosphorylation inhibition; activity change, % for hits at 50 µM; 0.32% of 360,000 active; Neuro2A IGF-stimulated pAkt S473 HTRF, 20 min; stronger effect = lower value; in the data active means activity change below about -80%; inconclusive means mostly about -51% to -80%; further: on the % scale 0 is the no-effect control and ±100 the full control effect
#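 Single-point screen (50 µM final compound) in Neuro2A cells stimulated 20 min with 6 nM IGF at 37 deg C. After lysis, Ser473-phosphorylated Akt read by HTRF (ex 330 nm, em 615/665 nm) as the 665/615 ratio.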
# CCT modulator: changes cytosolic chaperonin activity; purified chaperonin ATPase assay, HTRF ADP detection, 30 min; activity change, % (no concentration beside the values), hits read low; 0.3% of 360,000 active; in the data active means activity change below about -30%; further: on the % scale 0 is the no-effect control and ±100 the full control effect
#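 First, chaperonin was dispensed at 40 nM or 20 nM final depending on batch activity. Next, compounds were pinned at 76 uM and ATP added at 10 uM. After 30 min at 37 °C, ADP detection reagents ran 30 min at ambient temperature.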
# DRD3 antagonist: antagonists of human D3 dopamine receptor | 2.5% of 360,000 active | max response, negative = inhibition, % | P35462 | AID 652054 | D3R cells, DiscoveRx beta-arrestin luminescence, antagonist mode; stronger effect = lower value; in the data active means max response below about -50%; inconclusive means no clear call, values can overlap the other calls; further: on the % scale 0 is the no-effect control and ±100 the full control effect; mostly tested at two doses, the higher about 12 µM
#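 Cells expressing the human receptor were seeded at 1500 cells/well, incubated overnight at 37 degrees C in 5% CO2, then exposed to library compounds with dopamine controls for 90 minutes at 37 degrees C before luminescent detection.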
# MmCpn inh: M. maripaludis TRiC chaperonin inhibition | purified Mm-Cpn ATPase, ADP Transcreener TR-FRET | Potency, µM (highest dose often 76.9 µM), for inactives: top-dose activity, negative = inhibition, most hits filed as inhibitors | 0.031% of 330,000 active; further: potency means the concentration at half of the fitted maximal effect; on the % scale 0 is the no-effect control and ±100 the full control effect; nearly all actives have a fitted effect of over 80% in size
#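 Eu-cryptate anti-ADP/ADP-d2 competition gives a ratio inversely related to ADP. Enzyme at 25 nM was pre-exposed to compound for 10 min, then given 10 uM ATP for 30 min, 37°C throughout.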
# EPAC2 agonist: EPAC2 (human) agonism. AID 720711. 0.079% of 360,000 active. Q8WZA2. Potency, µM (series often up to 154 µM), for inactives: top-dose activation, actives largely listed as activators. EPAC2 activation, biochemical qHTS; response scale: 100% = 6.5 mM cAMP response; further: potency means the concentration at half of the fitted maximal effect; nearly all actives have a fitted effect of over 50% in size
# Target sequence (Q8WZA2 whole entry, looked up): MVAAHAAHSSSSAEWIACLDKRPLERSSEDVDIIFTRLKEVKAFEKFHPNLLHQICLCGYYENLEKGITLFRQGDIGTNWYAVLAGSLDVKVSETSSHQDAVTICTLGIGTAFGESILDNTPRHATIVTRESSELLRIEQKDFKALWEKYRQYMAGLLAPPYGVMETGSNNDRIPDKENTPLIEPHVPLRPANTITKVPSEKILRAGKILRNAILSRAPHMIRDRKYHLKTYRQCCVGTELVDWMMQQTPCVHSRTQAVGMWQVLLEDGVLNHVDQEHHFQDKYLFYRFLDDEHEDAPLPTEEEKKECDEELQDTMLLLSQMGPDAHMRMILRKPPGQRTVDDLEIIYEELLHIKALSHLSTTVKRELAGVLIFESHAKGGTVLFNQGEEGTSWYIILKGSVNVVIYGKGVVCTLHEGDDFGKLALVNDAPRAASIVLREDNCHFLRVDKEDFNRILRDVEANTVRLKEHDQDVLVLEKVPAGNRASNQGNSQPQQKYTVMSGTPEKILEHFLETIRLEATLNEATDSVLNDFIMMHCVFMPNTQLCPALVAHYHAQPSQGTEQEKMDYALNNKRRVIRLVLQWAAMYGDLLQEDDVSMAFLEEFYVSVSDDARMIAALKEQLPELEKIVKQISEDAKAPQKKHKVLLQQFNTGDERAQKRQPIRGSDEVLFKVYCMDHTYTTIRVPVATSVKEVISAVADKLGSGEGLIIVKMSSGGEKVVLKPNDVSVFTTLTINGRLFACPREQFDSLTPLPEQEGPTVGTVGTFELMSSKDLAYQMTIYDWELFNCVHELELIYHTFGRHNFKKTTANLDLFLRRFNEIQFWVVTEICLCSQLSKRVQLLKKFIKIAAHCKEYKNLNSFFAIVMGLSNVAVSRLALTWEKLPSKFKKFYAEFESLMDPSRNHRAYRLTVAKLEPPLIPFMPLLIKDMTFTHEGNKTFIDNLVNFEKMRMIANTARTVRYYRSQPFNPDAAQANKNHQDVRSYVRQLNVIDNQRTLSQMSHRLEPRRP
#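 Compounds were added across a concentration range to EPAC2 (100 nM), RAP1B-BODIPY-GDP (250 nM) and GDP (50 uM). After 5 min at room temperature, fluorescence was recorded at 5-min intervals for 30 min.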
# D3 ag: D3 dopamine receptor (human) agonism | max activation, % | P35462 | D3R DiscoveRx beta-arrestin cells, luminescence, 90 min | 0.58% of 410,000 active; in the data active means max activation above about 30%; further: 0% is about no effect; mostly tested at two doses, the higher about 12 µM
#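 Agonist mode: compounds and dopamine controls were applied to plated cells for 90 min at 37 degrees C after an overnight attachment at 1500 cells/well. Luminescent read-out followed 30 - 60 minutes at room temperature with DiscoveRx detection reagent.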
# EPAC2 antagonist: blocks human EPAC2 exchange factor | 0.18% of 360,000 active | EPAC2 GEF exchange of Rap1B-BODIPY-GDP, fluorescence | Potency, µM (top dose mostly 114 µM), for inactives: at the highest dose activity, negative = inhibition, most hits filed as inhibitors | AID 720708 | Q8WZA2; further: potency means the concentration at half of the fitted maximal effect; on the % scale 0 is the no-effect control and ±100 the full control effect; nearly all actives have a fitted effect of over 45% in size; many of its hits are not listed in these tables
# * hit, by the source's call; i = inactive; u = inconclusive; x = no result given; [ ] = remark or other dose. Unless noted, the call rests on the fitted dose curve; in most records, active means well fitted curve in the direction sought with a large enough effect; inconclusive means small, poorly fitted or top-dose-only effect, or another doubt; inactive means no such curve, though single readings can be large; an effect the other way counts as inactive or inconclusive.
SMILES,PTHR1 ag,Akt phos inh,CCT modulator,DRD3 antagonist,MmCpn inh,EPAC2 agonist,D3 ag,EPAC2 antagonist
CCSc1sc(CC)cc1C=O,-1%,i,2.2,-1,0%,1%,2,-18%
Cc1ccc(S(=O)(=O)NCCC(=O)NNc2c(F)c(F)cc(F)c2F)cc1,i,i,-1.0,-6,0%,8%,-4,-8%
COc1ccc(C(=O)NCC(=O)OCC(=O)NCc2cccs2)cc1,8%,i,-0.2,u,1%,7%,5,-3%
COC(=O)Cc1c(C)c2ccc(OCC(C)=O)c(C)c2oc1=O,-21%[57.5 µM],i,1.2,44,-10%,0%,-6,1%
CCOc1ccccc1CNc1ccc(O)cc1,-8%,i,0.7,-11,-1%,3%,-4,-16%
CSCCC(NC(=O)C1CCC(C)CC1)C(=O)N1CCN(c2ccccn2)CC1 (configuration not stated),i,i,2.7,-19,-8%,-3%,-5,13%
CCC(C)(C)C1CCC2(CC1)NC(=O)N(CC(=O)NCCOc1ccccc1)C2=O (configuration not stated),-23%,i,-2.0,-2,-2%,-2%,2,-10%
Cc1ccc(S(=O)(=O)N2CCCCC2)cc1NC(=O)c1cncc(Br)c1,i,i,-1.5,10,-2%,12%,-8,0%
C/C(=N\OCC(=O)Nc1ccc(OC(F)(F)F)cc1)c1ccc2c(c1)OCCO2,-83%,i,-5.8,-20,0%,8%,14,-23%
CCc1ccc(NC2Nc3cc(C)nn3S2)cc1 (configuration not stated),-19%,i,-3.0,-5,0%,-6%,-1,2%
Cc1ccc(NC(=O)CSc2ncn[nH]2)cc1S(=O)(=O)N1CCOCC1,-24%,i,1.0,0,3%,4%,-16,2%
CCOC(=O)C1=CCN(S(=O)(=O)c2ccc(C)cc2)C1c1ccc(Br)cc1 (configuration not stated),-12%,i,-0.6,17,x,12%,8,-8%
Cc1ccc(C(=O)NCCNS(=O)(=O)c2ccccc2)cn1,i,i,0.9,4,1%,3%,4,0%
O=C(Nc1ccccc1C(F)(F)F)C1CCN(C(=O)c2cccs2)CC1,i,i,1.2,3,0%,3%,1,3%
COc1ccccc1-c1nc(SCC(=O)Nc2ccccc2F)n[nH]1,i,i,-2.3,-15,-4%,-11%,-2,-5%
CCc1nc(N[C@@H](Cc2c[nH]c3ccccc23)C(=O)O)c2oc3ccccc3c2n1,i,i,-0.5,-27,0%,-2%,-3,2%
COc1cccc(N(C(=O)c2snc(C(N)=O)c2N)C(C(=O)NCC2CCCO2)c2cccs2)c1 (configuration not stated),-15%,i,-0.6,2,0%,13%,0,0%
Cc1ccc(NC(=O)C2CCN(S(=O)(=O)c3ccc4c(c3)oc(=O)n4C)CC2)cc1,i,i,-2.5,-8,0%,-10%,3,14%
Cc1oc(-c2cccs2)cc1C(=O)N1CCCC(C)(C(=O)O)C1 (configuration not stated),i,i,-0.5,-2,x,13%,-1,-4%
COc1cc(C(O)c2nc(-c3ccncc3)cs2)ccc1F (configuration not stated),-50%[inhibitor],i,-1.8,1,x,3%,7,u
CC(=O)NS(=O)(=O)c1ccc(NC(=O)c2ccc3c(c2)OCO3)cc1,-4%,i,0.4,6,1%,14%,0,3%
COc1ccc(C2N(c3ccc(Cl)cc3)C(=O)C3CCCN32)cc1 (configuration not stated),-55%[inhibitor],i,-3.6,10,-2%,-3%,6,-20%
COC(=O)c1[nH]c2cc(C)ccc2c1NC(=O)CN1CCOCC1,i,i,0.6,6,0%,10%,-3,4%
CC(=O)Nc1cccc(N/C(N)=N/c2nc(C)cc(C)n2)c1,-13%,i,0.2,4,2%,6%,10,3%
c1ccc2c(CN3CCCCC3)csc2c1,i,i,-1.6,u,-2%,5%,0,2%
O=C(O)/C=C/C(=O)NNc1ncnc2ccccc12,i,i,1.5,1,-1%,11%,-3,8%
Cc1ccc(-c2nnc(SCC(=O)N3CCN(c4ccccc4)CC3)o2)cc1,i,i,-1.6,4,0%,-2%,4,-6%
Cc1cc([N+](=O)[O-])c2ccccc2c1NS(=O)(=O)c1ccccc1,-17%,i,-2.4,u,x,11%,-9,-25%
O=C(c1ccc(Cl)cc1)N1CCCC(C(=O)N2CCN(c3ccccc3)CC2)C1 (configuration not stated),-13%,i,0.6,11,-1%,9%,7,-5%
Cc1cc(=O)n(Cc2ccco2)c(=S)[nH]1,i,i,1.5,-3,x,9%,3,2%
O=C(Nc1cccc(C(F)(F)F)c1)N1CCN(C(=O)Nc2cccc(C(F)(F)F)c2)CC1,i,i,-2.6,-17,2%,5%,0,18%
CCOc1cc(N2CCOCC2)c(OCC)cc1NC(=O)CSc1ncccc1C(=O)O,i,i,-1.1,-12,-3%,-1%,-14,1%
CSc1sc(C)cc1/C=N/O,-5%,i,-1.2,-13,-3%,2%,-4,1%
CCCCC1S/C(=N/N=C/c2cccs2)NC1=O (configuration not stated),i,i,0.2,25,0%,10%,-2,7%
Cc1c(NC(=O)CSc2nnnn2C)c(=O)n(-c2ccccc2)n1C,-10%[57.5 µM],i,-0.5,12,-6%,7%,6,7%
COc1cccc(C(NC(C)=O)c2nc(-c3cccc(O)c3)cs2)c1 (configuration not stated),-16%,i,-2.0,-23,x,15%,-13,-12%
COc1cccc(C#CC2=CC(=O)CC(C)(C)C2)c1,-64%[inhibitor],i,0.7,-6,x,12%,-10,-4%
O=C(Cc1ccc(Br)cc1)N1CCN(c2ccccn2)CC1,i,i,0.6,-18,1%,9%,2,5%
CCC1C(=O)N(C)CCc2ccccc21 (configuration not stated),-16%,i,-6.1,-7,1%,8%,-2,1%
COCCN(Cc1nc2ccccc2c(=O)[nH]1)C(=O)COc1cccc(C(C)=O)c1,i,i,0.4,-1,-2%,7%,-4,3%
CCN(CC)c1ccc(C=Nc2ccccc2)c(O)c1,-15%,i,-0.4,-54*,-3%,2%,-3,7%
CCc1ccc(NC(=O)c2cc3c(C)nc4ccccc4c3o2)cc1,-2%,i,-0.2,15,-10%,-13%,-7,-1%
CC1CN=C(Nc2cccc(S(=O)(=O)N(C)C)c2)S1 (configuration not stated),-10%,i,-0.3,19,-3%,-6%,1,-4%
CC(=O)OCC1(O)CC23CCC4c5ccoc5CCC4(C)C2CCC1C3 (configuration not stated),0%,i,0.3,0,x,4%,-32,-8%
O=C1CCCc2c1cc(C(=O)O)c(=O)n2-c1ccccc1,-30%,i,-2.8,13,0%,1%,-6,11%
CCC1(c2ccc(OC)cc2)NC(=O)N(CC(=O)NC2CCCCC2C)C1=O (configuration not stated),i,i,0.3,6,4%,0%,2,3%
Cc1cc(NC(=O)NCC(F)(F)F)no1,-1%,i,-1.1,15,1%,1%,-7,2%
C[C@H](O)[C@@H]1C(=O)N2CCc3c([nH]c4ccccc34)[C@@H]2C[C@@H]1N(C)C(=O)Nc1cc(Cl)cc(Cl)c1,-31%[inhibitor],i,-1.4,u,x,16%,-9,8%
COc1cc(/C=N/c2oc(C)c(C)c2C#N)cc(Br)c1O,-21%,i,-6.8,-6,0%,5%,2,4%
COc1ccccc1NC(=O)C(C)OC(=O)COc1cccc2c1OC(C)(C)C2 (configuration not stated),i,i,3.4,16,-2%,-7%,1,7%
CC1CC2(CCCC2)N(C(=O)N(C)C)c2ccc(F)cc21 (configuration not stated),i,i,0.9,6,-1%,-3%,1,-15%
COc1ccc(N2CCN(C(=O)C3=NNC(=O)CC3)CC2)cc1,-4%,i,0.7,-14,0%,0%,-2,3%
COc1ccc(C(=O)C(CCC(CNC(C)(C)C)C(=O)c2ccc(OC)cc2)CNC(C)(C)C)cc1 (configuration not stated),-75%[inhibitor],i,-0.8,-55*,0%,1%,-17,-15%
FC(F)(F)Oc1ccc(NC(=S)Nc2ccccc2N2CCOCC2)cc1,-15%,i,1.1,-2,1%,10%,-5,-13%
CC(C)[C@H](NC(=O)c1cccc(CN(Cc2ccccc2)C(=O)c2ccccc2)c1)C(=O)O,i,i,0.9,6,x,21%,3,0%
CCCc1c(-c2ccccc2F)ncn1Cc1ccccc1OC,i,i,1.4,3,x,15%,1,u
Cc1cc(N2CCN(c3ccccc3)CC2)nc(N2CCOCC2)n1,i,i,-1.2,-14,0%,-9%,-8,-6%
Cn1c(C2CCCCC2)nc2cc(N)ccc21,-23%,i,-7.8,-11,-1%,-6%,-1,-7%
CS(=O)(=O)c1ccc(C(=O)N2CC(=O)Nc3ccccc32)cc1,i,i,1.2,1,-1%,1%,-1,9%
CNC(=O)C(NC(=O)CNC(=O)c1ccc(Cl)cc1)C(C)(C)C (configuration not stated),i,i,1.6,16,-2%,1%,1,0%

# (continued)
SMILES,PTHR1 ag,Akt phos inh,CCT modulator,DRD3 antagonist,MmCpn inh,EPAC2 agonist,D3 ag,EPAC2 antagonist
O=C(NC1=NCCS1)c1cc(-c2ccc(F)cc2)nc2ccccc12,-27%,i,-0.6,-9,-1%,8%,-5,-2%
CC(=O)Nc1ccc2oc(C)nc2c1,-12%,i,0.5,4,-2%,1%,2,1%
COc1ccc(N2CCN(C(CNC(=O)C(=O)NCCCn3ccnc3)c3cccnc3)CC2)cc1 (configuration not stated),i,i,-1.0,-7,-1%,4%,0,-5%
CCOC(=O)N1CCN(c2ccc(C(F)(F)F)cn2)CC1,-38%[inhibitor],i,-2.8,13,-2%,2%,2,2%
Fc1ccc(/C=N/Nc2cc(N3CCOCC3)ncn2)cc1,9%,i,1.6,-17,-4%,8%,6,16%

# An excerpt from above in order of length of the SMILES, ascending.
SMILES,PTHR1 ag,Akt phos inh,CCT modulator,DRD3 antagonist,MmCpn inh,EPAC2 agonist,D3 ag,EPAC2 antagonist
Cn1c(C2CCCCC2)nc2cc(N)ccc21,-23%,i,-7.8,-11,-1%,-6%,-1,-7%
Fc1ccc(/C=N/Nc2cc(N3CCOCC3)ncn2)cc1,9%,i,1.6,-17,-4%,8%,6,16%
Cc1cc(N2CCN(c3ccccc3)CC2)nc(N2CCOCC2)n1,i,i,-1.2,-14,0%,-9%,-8,-6%
O=C(NC1=NCCS1)c1cc(-c2ccc(F)cc2)nc2ccccc12,-27%,i,-0.6,-9,-1%,8%,-5,-2%
CS(=O)(=O)c1ccc(C(=O)N2CC(=O)Nc3ccccc32)cc1,i,i,1.2,1,-1%,1%,-1,9%
COc1ccc(N2CCN(C(CNC(=O)C(=O)NCCCn3ccnc3)c3cccnc3)CC2)cc1 (configuration not stated),i,i,-1.0,-7,-1%,4%,0,-5%

# The list is partial. The share of hits here may be higher or lower than overall.
